# Source: PubChem BioAssay
# EPAC2 agonist: agonists of human EPAC2 (RAPGEF4); actives 0.079% (n = 360,000); EPAC2 activation, biochemical qHTS; response scale: 100% = 6.5 mM cAMP response; Potency, µM (series often up to 154 µM), inactives show top-dose activation, hits mostly activators; also: potency is read from the fitted curve at half-maximal effect; nearly all actives have a fitted effect of over 50% in size
# Target sequence (Q8WZA2 whole entry, looked up): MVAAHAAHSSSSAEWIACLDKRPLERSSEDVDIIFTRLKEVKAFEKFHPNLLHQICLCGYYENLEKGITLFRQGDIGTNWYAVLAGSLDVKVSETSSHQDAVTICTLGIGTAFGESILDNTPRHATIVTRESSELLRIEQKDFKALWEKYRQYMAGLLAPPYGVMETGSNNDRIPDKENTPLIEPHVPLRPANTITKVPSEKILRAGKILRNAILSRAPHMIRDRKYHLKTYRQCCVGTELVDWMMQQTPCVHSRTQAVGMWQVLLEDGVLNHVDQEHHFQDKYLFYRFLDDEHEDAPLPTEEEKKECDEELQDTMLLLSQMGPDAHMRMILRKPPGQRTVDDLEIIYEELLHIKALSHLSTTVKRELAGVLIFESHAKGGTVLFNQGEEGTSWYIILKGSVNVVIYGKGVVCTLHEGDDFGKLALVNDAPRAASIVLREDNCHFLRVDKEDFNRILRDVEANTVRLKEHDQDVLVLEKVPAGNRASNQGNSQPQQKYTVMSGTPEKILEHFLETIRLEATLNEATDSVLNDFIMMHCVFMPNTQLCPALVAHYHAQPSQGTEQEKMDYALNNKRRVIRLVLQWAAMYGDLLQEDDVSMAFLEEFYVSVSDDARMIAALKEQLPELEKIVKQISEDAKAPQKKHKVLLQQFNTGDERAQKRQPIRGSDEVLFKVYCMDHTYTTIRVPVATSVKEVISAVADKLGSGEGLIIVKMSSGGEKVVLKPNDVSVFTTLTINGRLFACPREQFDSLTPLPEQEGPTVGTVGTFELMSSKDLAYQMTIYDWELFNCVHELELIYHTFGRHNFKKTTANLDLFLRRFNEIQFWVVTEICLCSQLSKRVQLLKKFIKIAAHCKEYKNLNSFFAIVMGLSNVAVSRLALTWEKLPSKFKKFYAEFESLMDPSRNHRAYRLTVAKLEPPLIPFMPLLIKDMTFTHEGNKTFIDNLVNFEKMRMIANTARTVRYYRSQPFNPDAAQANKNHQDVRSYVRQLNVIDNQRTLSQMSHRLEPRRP
#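 Setup: EPAC2 100 nM, labeled Rap1B complex 250 nM, free GDP 50 uM. Compound titrations pinned in, brief spin, 5 min room temperature incubation. Kinetic fluorescence read over 30 min, normalized to 6.5 mM cAMP.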
# CCT modulator: cytosolic chaperonin activity modulation | purified chaperonin ATPase assay, HTRF ADP detection, 30 min | activity change, % (concentration not given with the values), hits read low | actives 0.3% (n = 360,000); in the data active = activity change below about -30%; also: % is scaled to controls: 0 for no effect and ±100 for the full control effect
#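 Enzyme 40 or 20 nM (batch-dependent) in Tris pH 7.4/KCl/MgCl2/DTT; cpd 76 uM single point; ATP 10 uM; 30 min 37 °C; Transcreener ADP HTRF detection, 30 min RT; ratio 665/615.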
# PTHR1 ag: PTHR1 (human) receptor agonism; Potency, µM (series often up to 115 µM), for the others: at the top dose activation, usual class: activators; HEK293 GP2 PTHR1 cells, GloSensor cAMP luminescence, 1 h; actives 0.075% (n = 410,000); AID 743266; Q03431; also: potency is read from the fitted curve at half-maximal effect; nearly all actives have a fitted effect of over 55% in size; some results filed as inactive show a strong effect at the top dose; inactives centre near -15; many of its hits are not listed in these tables
#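 HEK-293-derived GP2 cells expressing PTHR1 and a GloSensor cAMP reporter, 3,000/well, plated overnight, given luciferin plus IBMX (each 0.5 mM as added) for 1 h at 37 °C, then compound for 1 h at 37 °C. Luminescence was read after 15 min at room temperature.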
# EPAC2 antagonist: EPAC2 (human) antagonism; Q8WZA2; EPAC2 GEF exchange of Rap1B-BODIPY-GDP, fluorescence; Potency, µM (series often up to 114 µM), inactives show at the top dose activity, negative = inhibition, hits mostly inhibitors; actives 0.18% (n = 360,000); also: potency is read from the fitted curve at half-maximal effect; % is scaled to controls: 0 for no effect and ±100 for the full control effect; nearly all actives have a fitted effect of over 45% in size; many of its hits are not listed in these tables
# pAkt inh: Akt phosphorylation inhibition; Neuro2A IGF-stimulated pAkt S473 HTRF, 20 min; stronger effect = lower value; activity change, % for hits at 50 µM; actives 0.32% (n = 360,000); in the data active = activity change below about -80%; inconclusive = mostly about -51% to -80%; also: % is scaled to controls: 0 for no effect and ±100 for the full control effect
#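 Single-point screen (50 µM final compound) in Neuro2A cells stimulated 20 min with 6 nM IGF at 37 deg C. After lysis, Ser473-phosphorylated Akt read by HTRF (ex 330 nm, em 615/665 nm) as the 665/615 ratio.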
# DRD3 agonist: activates the human D3 dopamine receptor; P35462; D3R DiscoveRx beta-arrestin cells, luminescence, 90 min; max activation, %; actives 0.58% (n = 410,000); in the data active = max activation above about 30%; also: 0% is about no effect; mostly tested at two doses, the higher about 12 µM
#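 Agonist-mode cell screen: cells plated at 1500/well and incubated overnight at 37 °C, then exposed to library compounds for 90 min at 37 °C. Detection reagent was added for 30–60 min at room temperature, and luminescence was read.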
# D3 antag: antagonists of human D3 dopamine receptor; P35462; D3R cells, DiscoveRx beta-arrestin luminescence, antagonist mode; stronger effect = lower value; max response, negative = inhibition, %; actives 2.5% (n = 360,000); in the data active = max response below about -50%; inconclusive = no clear call, values can overlap the other calls; also: % is scaled to controls: 0 for no effect and ±100 for the full control effect; mostly tested at two doses, the higher about 12 µM
#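 Cells plated overnight at 1500 cells/well, then exposed to library compounds with dopamine controls for 90 minutes at 37 degrees C. DiscoveRx reagent added for 30–60 minutes at room temperature; luminescence read, quantitative HTS format.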
# MmCpn inh: M. maripaludis TRiC chaperonin inhibition; purified Mm-Cpn ATPase, ADP Transcreener TR-FRET; Potency, µM (top dose mostly 76.9 µM), for the others: at the top dose activity, negative = inhibition, usual class: inhibitors; actives 0.031% (n = 330,000); AID 504842; also: potency is read from the fitted curve at half-maximal effect; % is scaled to controls: 0 for no effect and ±100 for the full control effect; nearly all actives have a fitted effect of over 80% in size
#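 TR-FRET (320 nm excitation; 590 and 665 nm emission) reports ADP made from 10 uM ATP by 25 nM enzyme; compounds were preincubated 10 min, reaction run 30 min, both at 37°C.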
# * marks the source's active call; other numbers are inactive results; i = inactive; u = inconclusive; x = no result given; & = joins results of further samples; [ ] = remark or other dose. Unless noted, calls follow the shape of the dose curve; as a rule, active = well fitted curve in the direction sought with a large enough effect; inconclusive = small, poorly fitted or top-dose-only effect, or another doubt; inactive = no such curve, though single readings can be large; an effect the other way counts as inactive or inconclusive. These rows are one share of the data, so the mix of outcomes need not match the whole.
item	mol	EPAC2 antagonist	PTHR1 ag	MmCpn inh	DRD3 agonist	EPAC2 agonist	CCT modulator	pAkt inh	D3 antag
1	CCc1nn(CC(=O)NCCc2ccc(Cl)cc2)c(=O)c2cccn12	-8%	i	2%	-22	1%	1.6	i	-23
2	Cc1cccc(NC(=O)c2cc(C)nc3ccccc23)c1	15%	-10%	3%	-2	10%	-39*	i	-11
3	Cc1cc(-c2nnc(CCC(=O)N(CC3CC3)CC3CCCO3)o2)no1 (stereo not drawn)	0%	i	-4%	3	6%	0.8	i	8
4	CCN1C(=O)CCN(C2CCCC2)c2nc(Nc3ccc(C(=O)NC4CCN(C)CC4)cc3OC)ncc21	9%	8%	x	0	9%	-1.5	i	-20
5	CC(C)CCNCC1OCc2ccccc2CO1	2%	i	0%	-43	1%	1.3	i	-19
6	CCc1ccccc1NC(=O)CCNC(=O)Cn1ccc2ccccc2c1=O	3%	i	0%	0	12%	-1.8	i	-18
7	Cc1cccc(N(C(=O)Cn2nnc3ccccc32)C(C(=O)NC(C)(C)C)c2ccsc2)c1C (stereo not drawn)	-7%	i	1%	-12	8%	-1.8	i	-14
8	CC[C@H](C)[C@@H](C(=O)N1CCNCC1)n1cc([C@@H](N)CO)nn1	5%	i	x	-14	7%	-3.3	i	0
9	Cc1ccccc1-c1cc(=O)c2c(O)cccc2o1	-21%	-6%	0%	19	12%	-1.3	i	-27
10	O=C(COC(=O)c1cc([N+](=O)[O-])ccc1N1CCOCC1)c1ccccc1	-6%	i	-9%	-8	-1%	0.9	i	6
11	Cc1ccc(NC(=O)CCSc2nnc(C)o2)cc1	1%	-3%	1%	0	11%	0.3	i	9
12	CCOC(=O)C1(Cc2ccc(Cl)cc2)CCN(C(=O)C2=NNC(=O)CC2)CC1	-16%	-16%	0%	1	-1%	0.7	i	2
13	COc1cccc(OCCCCN2CCCCC2)c1	-4%	i	1%	-33	3%	-3.0	x	-83*
14	CN1CCN(C(=S)NC(=O)c2ccccc2Br)CC1	2%	i	1%	-7	7%	-1.8	i	-11
15	NC(=O)CC[C@@H]1NC(=O)[C@@H]2CCCN2C(=O)c2cc([N+](=O)[O-])cc(I)c2NCCC[C@@H](C(N)=O)NC1=O	10%	i	1%	44*	2%	-0.3	i	2
16	O=C(C1CCC1)N1CCN(S(=O)(=O)c2ccc(F)cc2)CC1	18%	i	1%	2	1%	0.0	i	21
17	CCc1cc(=O)[nH]c(SC/C=C/c2ccccc2)n1	0%	i	1%	5	1%	-2.6	i	14
18	COc1ccc(/C=N/NC(=O)c2cccnc2)cc1CN1CCN(c2ccc(F)cc2)CC1	4%	-10%	-2%	-18	7%	1.9	i	u
19	CC(C)(C)NC(=O)c1oc2ccccc2c1COc1ccccc1	-10%	-2%	1%	-2	-4%	0.1	i	-5
20	C[C@@H]1CN([C@H](C)CO)C(=O)c2cc(Br)cnc2O[C@@H]1CN(C)C(=O)c1ccccc1	0%	-18%	x	5	-1%	-4.6	i	18
21	CN(C)C1(CNC(=O)C2CCC(=O)N(CCc3ccc(Cl)cc3)C2)CCCCC1 (stereo not drawn)	9%	-21%	1%	2	-9%	2.1	i	-27
22	Cc1cc(NCc2ccccc2)nc(-c2ccccc2O)n1	-5%[57.1 µM]	-3%[57.5 µM]	-4%	8	11%	0.1	i	44
23	O=C(Oc1ccc(OC(=O)N2CCOCC2)cc1)c1ccccc1	-3%	i	2%	-1	2%	-4.4	i	4
24	Cc1cccc(NC(=O)C2(c3ccc([N+](=O)[O-])cc3)CCCC2)c1	-3%	-38%[inhibitor]	-1%	-2	7%	-0.5	i	-13
25	O=C(c1ccc(Cl)cc1)N1CCN(CCc2ccccn2)CC1	6%	i	0%	-46	-6%	0.7	i	u
26	O=C(CNc1cccc(S(=O)(=O)N2CCCC2)c1)Nc1cccc(F)c1	-6%	-26%	0%	5	8%	0.8	i	2
27	CC(C)COC(=O)n1c(SCC(N)=O)nc2ccccc21	1%	-38%	-1%	-1	3%	-1.6	i	28
28	CCOc1ccc(C(=O)Nc2nnc(S(=O)(=O)Nc3ccccc3C)s2)cc1	18%	-24%	1%	-11	-7%	0.5	i	-19
29	O=C(CSc1nn(-c2ccc(F)cc2)c(=S)s1)NCC1CCCO1 (stereo not drawn)	-8%	i	-6%	-3	1%	1.5	i	-20
30	C[C@H](NC(=O)c1ccco1)C(=O)NNC(=O)COc1cccc(C(F)(F)F)c1	-3%	i	0%	-2	-3%	-7.6	i	9
31	CCOc1ccc(NC(=O)COC(=O)C23CC4CC(CC(C4)C2)C3)c([N+](=O)[O-])c1	-23%	i	-3%	-2	1%	0.0	i	23
32	O=C(NN=Cc1ccccc1O)c1cccc([N+](=O)[O-])c1	-5%	i	x	12	3%	-1.8	i	-15
33	CCCCn1c(N)c(N(CCC(C)C)C(=O)C2CCCN(C(=O)c3ccc(Cl)cc3)C2)c(=O)[nH]c1=O (stereo not drawn)	11%	0%	-1%	3	u	-1.6	i	8
34	CSCC(C)N1CCC(n2nccc2NC(=O)CCOc2ccccc2)CC1 (stereo not drawn)	-15%	i	0%	-4	13%	0.2	i	-8
35	O=C(CSc1nnnn1-c1ccc2c(c1)OCO2)NCc1ccccc1	14%	-17%[57.5 µM]	4%	-9	7%	-0.3	x	-10
36	CCOC(=O)c1cc(-c2ccc(OC)cc2)n(CCC(=O)NCCN2CCC(C)CC2)c1C	0%	i	-5%	-4	-1%	-11	i	u
37	Cc1cc(C)nc(SCc2cc(=O)c(OC(=O)c3ccco3)co2)n1	7%	25%	4%	-1	5%	-0.6	i	66
38	C=CCN1C(=O)c2ccc(C(=O)N3CCC(C(N)=O)CC3)cc2C1=O	0%	-63%[inhibitor]	4%	0	8%	-2.2	i	6
39	CCOC(=O)C1=C(O)/C(=C/c2ccc(CNC(=O)C(=O)Nc3ccc(C)cc3)o2)N=C1C	0%	-6%	-2%	1	-10%	-1.9	i	59
40	CCn1cc(C(=O)O)c(=O)c2cc(F)c(N3CCN(C(=S)NC(=O)c4ccc(OC)cc4)CC3)cc21	-5%	-25%	0%	-2	-8%	-1.4	x	5
41	Cc1ccc(-n2cc(-c3ccccc3)c3c(NN4CCOCC4)ncnc32)cc1	0%	i	1%	-6	1%	2.3	i	13
42	C=CCNc1ncnc2c1[nH]c1ccccc12	-3%	-12%[57.5 µM]	0%	-5	7%	-3.1	i	3
43	CN(c1ccccc1)c1ncnc2c1ncn2C	12%	i	x	0	0%	-2.7	i	-6
44	CCC(C)NC(=O)CS(=O)(=O)Cc1nc(-c2cccc(OC)c2)oc1C (stereo not drawn)	8%	-54%[inhibitor]	-2%	2	5%	-1.2	i	-30
45	CCC(C(=O)NC1CCCCC1)n1c(SCc2cccc(C)c2)nc2ccncc21 (stereo not drawn)	10%	-14%&-77%	1%	0&-15	-7%	2.3	i	-1
46	CCN(CC)S(=O)(=O)c1ccc(O)c(C(=O)OCC(=O)NC23CC4CC(CC(C4)C2)C3)c1	-6%	-48%[inhibitor]	1%	0	2%	-0.3	i	u
47	COC(=O)c1cccc(Nc2nc3ccccc3nc2C)c1	-1%	-14%[57.5 µM]	1%	2	-14%	1.7	i	72
48	COc1ccc(CCNC(=O)C2CCC(=O)N2CCc2ccccc2)cc1OC (stereo not drawn)	2%	i	-4%	3	2%	-0.3	i	-15

# Part of the list above in order of SMILES length, ascending.
item	mol	EPAC2 antagonist	PTHR1 ag	MmCpn inh	DRD3 agonist	EPAC2 agonist	CCT modulator	pAkt inh	D3 antag
14	CN1CCN(C(=S)NC(=O)c2ccccc2Br)CC1	2%	i	1%	-7	7%	-1.8	i	-11
35	O=C(CSc1nnnn1-c1ccc2c(c1)OCO2)NCc1ccccc1	14%	-17%[57.5 µM]	4%	-9	7%	-0.3	x	-10
15	NC(=O)CC[C@@H]1NC(=O)[C@@H]2CCCN2C(=O)c2cc([N+](=O)[O-])cc(I)c2NCCC[C@@H](C(N)=O)NC1=O	10%	i	1%	44*	2%	-0.3	i	2

# The listing continues.
item	mol	EPAC2 antagonist	PTHR1 ag	MmCpn inh	DRD3 agonist	EPAC2 agonist	CCT modulator	pAkt inh	D3 antag
49	Fc1cc(F)c(NC(=S)N2CCOCC2)c(F)c1	2%	-3%	1%	9	0%	-0.1	i	14
50	CCN(CC)Cc1nc2c(c(=O)[nH]1)C1(CCCC1)Cc1ccccc1-2	6%	-9%[57.5 µM]	-1%	-14	11%	1.6	i	u
51	Cc1ccc(-c2csc(NC(=O)Cn3cnc4c3c(=O)n(C)c(=O)n4C)n2)cc1C	-1%	-5%[57.5 µM]	-4%	1	-7%	1.4	i	25
52	CCOc1ccc(C2=C(C=Nc3c(C)n(C)n(-c4ccccc4)c3=O)C(c3ccc(F)cc3)c3ccccc3O2)cc1 (stereo not drawn)	7%	-19%[57.5 µM]	0%	-3	5%	-0.6	i	16
53	C=CCOC(=O)C1=C(C)NC(SC)=C(C#N)C1c1ccc(OCC)cc1 (stereo not drawn)	-19%&-16%	-54%&-14%[inhibitor]	1%	-1&-11	-4%&21%	2.8&0.5	i	11&-14
54	COCc1cc(=O)n2c(-c3ccc(C)cc3)n[nH]c2n1	7%	-10%	-3%	6	-6%	-0.7	i	-10
55	Cc1cccc(-c2nc(Nc3cccc(O)c3)c3ccccc3n2)c1	-11%	-35%[inhibitor]	-1%	-11	26%	-3.8	i	-21
56	Cc1ccc(S(=O)(=O)Nc2c(C)nc3nc(C)[nH]n3c2=O)cc1	-5%	-20%	5%	-2	14%	-0.9	i	-12
57	CCOc1cc(/C=C/c2cc(C(F)(F)F)[nH]c(=O)n2)ccc1O	u	-38%[inhibitor]	-8%	-7	-2%	0.1	i	-28
58	COc1cccc(-n2nnc(S(=O)(=O)c3ccc(C)cc3)c2N)c1	-3%	-13%	1%	3	7%	-1.1	i	20
59	COc1ccc(CNC(=O)CN(Cc2ccco2)C(=O)CNS(=O)(=O)c2ccc(C)cc2)cc1	-4%	i	-1%	1	11%	-0.2	i	-9
60	Nc1nc(N2CCCCC2)c(C=O)c(N2CCCCC2)n1	11%	i	2%	-8	5%	0.7	i	-1

# Among those listed so far, two contain a CF3 group.
item	mol	EPAC2 antagonist	PTHR1 ag	MmCpn inh	DRD3 agonist	EPAC2 agonist	CCT modulator	pAkt inh	D3 antag
30	C[C@H](NC(=O)c1ccco1)C(=O)NNC(=O)COc1cccc(C(F)(F)F)c1	-3%	i	0%	-2	-3%	-7.6	i	9
57	CCOc1cc(/C=C/c2cc(C(F)(F)F)[nH]c(=O)n2)ccc1O	u	-38%[inhibitor]	-8%	-7	-2%	0.1	i	-28
